Yeast superoxide: caloric restriction mimetics inhibiting age-related superoxide in yeast; S. cerevisiae aged cells, superoxide DHE fluorescence; hits give low values; superoxide response (% of plate mean), % at 10 µM; 330,000 compounds, 0.18% hits;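 active = superoxide response under a set limit, about three screen SD below normal, cut at about 65% in these data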;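 note: yeast aged for seven days with compound at 30 °C before DHE staining; 100% = average MFI of all compound-treated wells on the plate with controls excluded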
GASC-1 inh: blocks human GASC-1 demethylase activity; 330,000 compounds, 0.069% hits; inhibition, % at 2.35 µM; GST-JMJD2C(1-420) H3K9me3 demethylation, DELFIA europium; AID 2099;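 active = more than half of a compound's replicate wells show inhibition beyond 50%, single wells judged on their own value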;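 note: signal counts dimethyl H3K9 product captured on neutravidin plate; 0% = median of DMSO wells and 100% = 0.3 times that DMSO median; strong numbers were not always called active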
EBNA-1 inh: blocks EBNA-1 binding to DNA; EBNA-1 DNA binding, fluorescence polarization; inhibition, % at 14.8 µM; 300,000 compounds, 0.34% hits; AID 1950; in the data active = inhibition above about 28%
ZTA DNA inh: counter-screen for EBNA-1 inhibitors: inhibitors of Epstein-Barr virus ZTA. P03206. inhibition, % at 11 µM. ZTA-DNA binding, fluorescence polarization. AID 2234. 320,000 compounds, 0.15% hits; in the data active = inhibition above about 33%
Target sequence (P03206 whole entry, looked up): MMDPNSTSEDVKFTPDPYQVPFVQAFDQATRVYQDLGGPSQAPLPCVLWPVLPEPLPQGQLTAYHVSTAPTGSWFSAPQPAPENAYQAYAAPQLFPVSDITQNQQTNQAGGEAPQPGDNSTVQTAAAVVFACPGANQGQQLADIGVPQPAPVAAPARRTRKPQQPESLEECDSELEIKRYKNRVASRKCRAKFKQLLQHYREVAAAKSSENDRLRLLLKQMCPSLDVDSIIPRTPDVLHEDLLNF
PP5 primary: inhibitors of human protein phosphatase 5 (PP5). purified PP5c, OMFP substrate fluorescence. inhibition, % at 6.7 µM. 320,000 compounds, 0.18% hits. AID 1987;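 active = inhibition above the campaign's mean inhibition across all tested compounds plus 3 SD, cut at about 9.5% in these data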;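 note: 0% = DMSO only and 100% = 100 µM cantharidin control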
Target sequence (P53041 whole entry, looked up): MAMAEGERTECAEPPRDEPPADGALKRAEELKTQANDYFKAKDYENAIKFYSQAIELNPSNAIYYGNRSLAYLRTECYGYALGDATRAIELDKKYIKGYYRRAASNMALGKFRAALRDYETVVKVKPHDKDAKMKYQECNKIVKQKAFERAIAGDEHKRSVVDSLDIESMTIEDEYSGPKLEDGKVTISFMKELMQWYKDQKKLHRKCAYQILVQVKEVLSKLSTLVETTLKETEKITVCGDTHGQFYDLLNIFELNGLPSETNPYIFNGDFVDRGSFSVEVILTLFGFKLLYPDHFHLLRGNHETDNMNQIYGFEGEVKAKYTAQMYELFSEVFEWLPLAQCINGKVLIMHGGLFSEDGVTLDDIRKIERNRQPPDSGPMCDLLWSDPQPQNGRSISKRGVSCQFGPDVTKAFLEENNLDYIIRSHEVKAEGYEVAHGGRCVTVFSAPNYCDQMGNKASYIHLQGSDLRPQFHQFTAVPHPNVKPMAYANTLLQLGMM
CTSL1 counter: counter-screen for PFM18AAP inhibitors: inhibitors of F. hepatica cathepsin L1. recombinant F. hepatica cathepsin L1, Z-Leu-Arg-MCA fluorescence. inhibition, % at 5.96 µM. 300,000 compounds, 0.49% hits. AID 1906;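 active = inhibition above the mean of all tested compounds plus 3 SD, set per screening campaign, cut at about 17% in these data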;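 note: 0% = plate median of test compound wells and 100% = 1 µM Z-Phe-Ala-diazomethylketone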
TPT1 inh: blocks Candida albicans tRNA 2'-phosphotransferase | inhibition, % at 5 µM | recombinant caTPT1, FP RNA substrate dephosphorylation | 300,000 compounds, 0.81% hits;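 active = inhibition above the mean of all tested compounds plus 3 SD, set per screening campaign, cut at about 24% in these data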;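 note: plate controls were DMSO alone for no effect and ferristatin control at 100 nM for full effect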
HCV core dimer: blocks dimerization of HCV core protein; inhibition, % at 5 µM; AID 1899; 300,000 compounds, 0.33% hits; TR-FRET GST/Flag-core106 dimerization, 1536-well;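 active = inhibition above the mean of all tested compounds plus 3 SD, set per screening campaign, cut at about 45% in these data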
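Assay system: GST-tagged and Flag-tagged HCV core protein residues 1-106 / Times: compound-protein-antibody incubation 4 h at 22.5 °C / Signal: time-resolved FRET, ex 340 nm, em 617 and 671 nm / Evaluation: % inhibition based on acceptor/donor emission ratio / Benchmarks: wells lacking GST-core106 and wells with excess unlabelled core106 / Repeats: singlicate, one well per compound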
PP1 inh: PP1-alpha (human) inhibition in PP5 counter-screen; purified PP1alpha, OMFP fluorescence; AID 2235; 320,000 compounds, 0.9% hits; inhibition, % at 6.7 µM;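 active = inhibition above the mean inhibition of all tested compounds plus 3 SD, computed separately for each screening campaign, cut at about 15% in these data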
Target sequence (P62136 whole entry, looked up): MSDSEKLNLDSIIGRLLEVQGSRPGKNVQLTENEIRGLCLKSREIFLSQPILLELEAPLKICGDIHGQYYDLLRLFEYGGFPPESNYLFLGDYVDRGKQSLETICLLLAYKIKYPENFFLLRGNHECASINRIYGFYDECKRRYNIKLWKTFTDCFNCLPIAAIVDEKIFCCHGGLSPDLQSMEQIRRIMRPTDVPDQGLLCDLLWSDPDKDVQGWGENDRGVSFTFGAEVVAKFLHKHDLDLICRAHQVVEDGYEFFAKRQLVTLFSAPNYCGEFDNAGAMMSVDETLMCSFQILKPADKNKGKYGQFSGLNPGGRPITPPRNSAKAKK
* hit, by the source's call; x = no result given; & = joins results of further samples.

SMILES	Yeast superoxide	GASC-1 inh	EBNA-1 inh	ZTA DNA inh	PP5 primary	CTSL1 counter	TPT1 inh	HCV core dimer	PP1 inh
COc1ccc(N(C(=O)c2ccccc2OC(C)=O)C(C)C2CC2)cc1 (configuration not stated)	82	-2	8	7	-0.9	2	-1	0	-3
CCCNC(=S)Nc1ccc(Cl)cc1Cl	91	5	-2	-13	0.8	-1	0	-2	-2
COc1ccc(-c2csc(NC(=O)C3CSC4(C)CCC(=O)N34)n2)cc1OC (configuration not stated)	87	-5	5	-2	-0.2	-1	1	4	-7
CCCNC(=O)C(=O)Nc1ccc2c(c1)N(S(=O)(=O)c1cccs1)CCC2	92	-25	1	-23	0.5	0	-1	1	13
COc1ccc(OC)c(S(=O)(=O)N(C)CC(=O)N2CCN(c3cccc(Cl)c3)CC2)c1	110	13&2	-3	-12	3.2	4	2	-8	-3
CCC(NC(=O)c1ccccc1NC(=O)c1ccco1)C(=O)NNC(=O)c1ccncc1 (configuration not stated)	98	-27	2	-2	2.1	-2	-3	0	-5
C/C(=N/NC(=O)OC(C)(C)C)c1ccco1	84	-4	2	11	2.8	1	-2	-1	0
CCc1ccc(CN(C)CC(=O)Nc2ccccc2[N+](=O)[O-])cc1	133	7	2	-8	-2.5	4	-5	1	6
O=C(NC1CCCC1)C(c1cccnc1)N(C(=O)c1csnn1)C1CCCC1 (configuration not stated)	93	-2	4	11	0.2	2	-5	0	1
COc1ccc(/C=N/N=C2/CC(C)(C)Cc3n[nH]c(=O)cc32)cc1	94	17	-6	-3	1.2	-2	-98	-1	-2
COc1ccc(NC(=O)C23CC4CC(C2)CC(n2cnc(Br)n2)(C4)C3)cc1OC	112	-4	8	-8	0.3	4	1	-1	-5
Cc1nc(C(=O)NNC(=O)Nc2ccc(Cl)cc2)cs1	92	3	-4	-25	4.1	2	0	-1	2
CC1CCCN(c2ccc(C(=O)OCC(=O)N3c4ccccc4Sc4ccccc43)cc2[N+](=O)[O-])C1 (configuration not stated)	93	-13	0	15	0.7	3	-5	14	7
COc1ccc(-c2cc(C(=O)Nc3cc(S(=O)(=O)N4CCOCC4)ccc3N3CCOCC3)c3ccccc3n2)cc1	113	10	17	21	1.5	-2	0	22	0
O=C(CCc1ccccc1)Nc1cc2c3c(c1)CCC(=O)N3CCC2	98	26	0	13	-1.8	0	0	2	-5
Clc1ccc(OCCCn2cncn2)cc1Cl	104	-1	-1	11	5.7	-2	2	-6	1
COc1ccc(N2CCN(C(=O)COc3ccc4ccccc4c3)CC2)cc1	89	-2	10	5	1.7	3	-1	6	0
O=C(N/N=C/c1cccc(NC(=O)c2ccc(Cl)cc2)c1)c1ccc(O)cc1	95	-2	-9	2	1.4	1	1	1	0
Cc1nc(CN2CCCCC2)cc(=O)[nH]1	111	83	-11	8	2.2	0	-9	-5	2
CCOC(=O)c1ccccc1NC(=O)COC(=O)C(CC(C)C)NC(N)=O (configuration not stated)	86	13	3	17	3.0	-20	4	-1	-4
CCCC(C)NC(=O)Cc1ccc(Br)cc1 (configuration not stated)	99	-20	0	1	1.3	5	1	-6	-2
Cc1cccc(CSC2=NCCN2C(=O)c2ccco2)c1	96	-8	1	4	2.3	0	1	2	-3
N#Cc1ccc(COC(=O)Cn2nnc(-c3ccccc3)n2)cc1	97	-1	1	2	2.2	7	1	0	-7
Cc1cc(C)nc(NC(=O)CSc2ncccn2)n1	96	4	-13	7	-1.1	-6	2	0	5
CCC(C)N(CCNC(=O)c1ccc(NC2=NC3CS(=O)(=O)CC3S2)cc1)Cc1ccco1 (configuration not stated)	93	0	11	-2	0.7	-6	1	-4	1
Cc1oc(C(C)(C)C)cc1C(=O)NC1CCN(Cc2ccccc2)CC1	92	1	2	9	-2.8	-2	-3	-1	-3
O=C(NCc1ccccc1)C1CCN(S(=O)(=O)c2ccc(Cl)cc2)CC1	109	-14	6	-5	3.9	-1	4	2	-1
COc1ccc(S(=O)(=O)Nc2ccccc2C(=O)N2CCCC2)cc1C	100	-3	-6	-9	4.6	0	3	2	1
COc1ccc(OC(C)C(=O)N(C)Cc2nc(-c3cccc(C)c3)no2)cc1 (configuration not stated)	107	-9	-8	2	3.1	1	2	-3	0
NS(=O)(=O)c1ccc(CCNC(=O)c2ccc3c(c2)OCCO3)cc1	99	12	0	-10	0.5	3	-2	1	-3
Fc1ccccc1CN1CCN(c2ncccn2)CC1	114	1	-11	-10	4.3	0	0	-9	-2
O=C(NCc1ccco1)c1cc2nc(C3CC3)cc(C(F)(F)F)n2n1	89	11	-4	-1	1.6	-2	-9	15	-1
Cc1sc2ncnc(N3CCC(C(=O)Nc4nnc(CC(C)C)s4)CC3)c2c1C	83	12	3	-22	1.8	2	-6	6	-3
CN(Cc1cnccn1)Cc1c(C(=O)N2CCc3ccccc3C2)nc2ccc(Cl)cn12	100	-7	9	2	0.8	4	-2	-1	-2
CC(=O)N1CCOc2cc(S(=O)(=O)NC(C)c3ccccc3)c(Cl)cc21 (configuration not stated)	117	-16	-10	-10	3.3	1	-2	-11	0
Cc1ccc(C(=O)NNC(=O)CSc2nnc(C3CC3)n2C)cc1	88	-9	8	-10	-0.7	-2	-3	-2	-2
Cc1cc(C)cc(Nc2cc(C)nc3nc(C)nn23)c1	96	-2	-5	2	-0.9	-2	0	2	-2
CCOC(=O)c1cnc(SCC(=O)Nc2ccc(N3CCOCC3)cc2)nc1N	90	108	6	-3	-0.9	8	-2	-1	0
Cn1ccnc1SCC(=O)Nc1ccc(Br)cc1C(F)(F)F	84	4	10	5	-0.4	0	-1	-1	-2
CC(=O)N1CCN(c2ccc(NC(=O)c3ccc([N+](=O)[O-])cc3Cl)cc2)CC1	85	4	5	-1	0.5	0	-3	1	1
Cc1cc(S(=O)(=O)NC(C)C)ccc1OCC(=O)Nc1ccc2c(c1)OCCO2	96	-18	5	4	0.4	7	-3	2	-1
COC1CCN(Cc2c(C(=O)N3CCc4ccccc4C3)nc3ccc(Cl)cn23)CC1	89	-1	4	6	1.1	-2	2	2	0
O=C(O)CCSc1nnc(COc2cccc3cccnc23)n1-c1ccccc1	116	4	4	14	-0.1	-2	2	12	-1
CCCC(=O)NC(=S)Nc1cc(-c2nc3ncccc3o2)ccc1C	101	-8	3	10	-0.4	2	-2	2	-3
Cc1ccnc(N2C3CCC2CC(O)(c2ccccc2)C3)n1 (configuration not stated)	93	4	-1	5	-0.3	-1	1	1	-3
CNc1ccc(Br)cc(C(=O)/C=C/c2ccc(OC)cc2)c1=O	89	4	4	10	3.0	3	53*	18	5
COc1cc2c(cc1OC)CN(CC(=O)Nc1ccc(C)c(S(=O)(=O)N3CCOCC3)c1)CC2	101	-4	-2	-8	3.3	-4	-2	5	-4
Cn1c(=O)cc(OCC(=O)NCCC2=CCCCC2)c2ccccc21	76	1	-8	9	-0.3	5	-2	10	-5
CCOC(=O)C1CCN(c2nc3c(C)cccn3c(=O)c2/C=C(\C#N)S(=O)(=O)c2ccccc2)CC1	93	0	-9	10	1.7	0	5	17	4
N#Cc1cc2cc3ccccc3nc2n2c(=O)c3ccccc3nc12	96	11	-8	3	-1.5	5	2	2	3
CC(C)(C)c1cc(C(=O)N/N=C/c2cc3c(cc2Br)OCO3)n[nH]1	105	4	-5	-9	6.9	2	-2	-18	3
Cc1nc(SCN2C(=O)c3ccccc3C2=O)n[nH]1	101	1	19	20	-1.2	-1	-4	0	-1
Cc1cc(C(=O)CSc2cccc[n+]2[O-])c(C)n1-c1ccccc1	96	10	11	-22	-2.4	1	-1	-12	0
COc1cccc(C(=O)COC(=O)C2CC(=O)N(c3ccc(Oc4ccccc4OC)cc3)C2)c1 (configuration not stated)	90	-6	4	25	1.8	3	-2	17	-1
CCN(C(=S)Nc1cccnc1)c1ccccc1	104	-4	10	-15	1.5	-4	3	1	-5
C[C@@H](NC(=O)/C(C#N)=C/c1ccc(O)c(O)c1)c1ccccc1	107	-1	-3	4	5.0	-2	8	-8	-3
COc1ccc(Br)c2oc(S)cc(=O)c12	96	0	3	8	1.0	0	-1	-10	0
CC12CN3CC(C)(CN(C1)C3c1ccc3c(c1)OCO3)C2O (configuration not stated)	66	3	4	16	0.9	-2	-3	3	-2
Cc1ccc(OCCNS(=O)(=O)c2cccs2)cc1	100	-2	-3	5	0.2	1	10	0	-1
O=C(Nc1ccccc1)C1=C[C@@H](c2csc3ccccc23)C[C@@H](OCc2ccc(CO)cc2)O1	106	-6	13	8	0.9	1	-2	12	1

Entries above that have an NH in an aromatic ring, in the order listed:
SMILES	Yeast superoxide	GASC-1 inh	EBNA-1 inh	ZTA DNA inh	PP5 primary	CTSL1 counter	TPT1 inh	HCV core dimer	PP1 inh
COc1ccc(/C=N/N=C2/CC(C)(C)Cc3n[nH]c(=O)cc32)cc1	94	17	-6	-3	1.2	-2	-98	-1	-2
Cc1nc(CN2CCCCC2)cc(=O)[nH]1	111	83	-11	8	2.2	0	-9	-5	2
CC(C)(C)c1cc(C(=O)N/N=C/c2cc3c(cc2Br)OCO3)n[nH]1	105	4	-5	-9	6.9	2	-2	-18	3
Cc1nc(SCN2C(=O)c3ccccc3C2=O)n[nH]1	101	1	19	20	-1.2	-1	-4	0	-1

The listing picks up; the 3 compounds before the break are reprinted first.
SMILES	Yeast superoxide	GASC-1 inh	EBNA-1 inh	ZTA DNA inh	PP5 primary	CTSL1 counter	TPT1 inh	HCV core dimer	PP1 inh
CC12CN3CC(C)(CN(C1)C3c1ccc3c(c1)OCO3)C2O (configuration not stated)	66	3	4	16	0.9	-2	-3	3	-2
Cc1ccc(OCCNS(=O)(=O)c2cccs2)cc1	100	-2	-3	5	0.2	1	10	0	-1
O=C(Nc1ccccc1)C1=C[C@@H](c2csc3ccccc23)C[C@@H](OCc2ccc(CO)cc2)O1	106	-6	13	8	0.9	1	-2	12	1
COc1ccc(CCNC(=O)c2ccc(CS(=O)Cc3ccc(C)cc3)o2)cc1OC (configuration not stated)	104	-5	-11	-2	1.4	1	1	-11	-2
COc1ccccc1NC(=O)CCN1CCN(C)CC1	87	49	-1	-4	-4.0	3	1	1	-3
CCCN1/C(=C(/C#N)C2=NS(=O)(=O)c3ccccc32)N(C)c2ccccc21	89	3	-5	-22	1.4	1	-4	0	1
COc1ccc(CNC(=O)Cn2cc3c(n2)CCCCC3)cc1	109	0	0	4	2.2	-6	0	1	-2
CCOC(=O)/C=C/C(=O)Nc1ccc(S(=O)(=O)N(C)c2ccccc2)cc1	108	5	-8	-14	4.5	10	2	24	0
COc1cc(C)c(CNc2cc(C)cc(C)c2)cc1C	126	0	15	4	-0.1	6	5	-4	-3
CCN(CC)c1ccc(C(=O)N/N=C(\C)c2ccc(OC)c(OC)c2)cc1	99	-15	-6	0	-2.4	8	-3	-2	-9
c1cc(-c2nnc3n2CCCCC3)ccn1	107	7	7	0	1.1	2	0	-1	-3
CSc1cccc(NC(=O)/C=C/c2ccco2)c1	84	9	-8	-5	0.4	9	7	18	2
O=C1N/C(=N/c2ccccn2)SC1Cc1ccccc1 (configuration not stated)	85	-1	0	-23	2.7	-3	1	3	2
CS(=O)(=O)N1N=C(c2ccco2)CC1c1ccco1 (configuration not stated)	110	4	-5	-4	-0.1	-3	0	28	4
CCOc1ccc(CCNC(=O)CN2C(=O)NC3(CCCc4ccccc43)C2=O)cc1OCC (configuration not stated)	102	3	4	17	-1.4	-13	-2	0	-3
COc1cc(NC(=O)CSc2nnc3ccccn23)cc(OC)c1	90	1	x	7	0.7	x	x	x	-4
COCCNC(=O)C(c1ccc(C)cc1)N(C(=O)CCC(=O)Nc1ccccn1)c1ccccc1C (configuration not stated)	91	2	2	-4	1.4	-2	1	2	4
